Screening results from PubChem BioAssay.
HEK cytotox: HEK 293 cell cytotoxicity. 6.6% of 94,000 active. HEK 293 viability, ATP luminescence (CellTiter-Glo), 48-72 h. Potency, µM (series often up to 115 µM), for the others: at the highest dose activity change, negative = cytotoxicity, hits mostly inhibitors; further: potency means the concentration at half of the fitted maximal effect; nearly all actives have a fitted effect of over 60% in size
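Viability of HEK 293 cells, plated at 250 cells/well, was judged by cellular ATP after compound treatment for 48 or 72 hr. Luminescence was imaged 10 min after CellTiter-Glo addition at room temperature.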
Luciferase inh: inhibitors of firefly (Photinus pyralis) luciferase. P08659. purified P. pyralis luciferase, luminescence, biochemical. AID 1347043. 2.5% of 76,000 active. Potency, µM (highest dose often 115 µM), for inactives: at the top dose activity change, negative = inhibition, most hits filed as inhibitors; further: potency means the concentration at half of the fitted maximal effect; nearly all actives have a fitted effect of over 65% in size
Target sequence (P08659 whole entry, looked up): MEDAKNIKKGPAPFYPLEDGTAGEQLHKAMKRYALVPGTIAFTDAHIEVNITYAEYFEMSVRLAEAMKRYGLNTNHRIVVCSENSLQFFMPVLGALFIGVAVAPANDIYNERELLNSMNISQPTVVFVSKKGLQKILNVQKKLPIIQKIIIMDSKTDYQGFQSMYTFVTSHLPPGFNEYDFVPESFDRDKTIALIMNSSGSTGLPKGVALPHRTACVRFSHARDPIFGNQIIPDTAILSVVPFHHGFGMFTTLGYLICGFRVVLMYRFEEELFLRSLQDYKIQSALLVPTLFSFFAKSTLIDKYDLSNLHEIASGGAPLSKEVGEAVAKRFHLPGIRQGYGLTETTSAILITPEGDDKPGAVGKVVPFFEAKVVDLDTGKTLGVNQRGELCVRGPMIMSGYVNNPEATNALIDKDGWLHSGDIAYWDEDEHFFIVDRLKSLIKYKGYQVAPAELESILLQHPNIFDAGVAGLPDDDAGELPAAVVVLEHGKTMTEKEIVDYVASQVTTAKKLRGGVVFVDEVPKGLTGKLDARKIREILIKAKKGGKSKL
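Biochemical qHTS: compound (6-point titration) added to 10uM D-luciferin plus 10uM ATP in Tris acetate pH 7.5 buffer with Mg, Tween-20 and BSA, then purified enzyme at 10nM; light output imaged.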
GPT2 inhibitor: blocks human glutamate pyruvate transaminase 2 | Potency, µM (doses to about 57.7 µM), for inactives: at the top dose activity change, negative = inhibition, most hits filed as inhibitors | 0.25% of 100,000 active | AID 1671188 | Recombinant GPT2, coupled pyruvate oxidase/HRP Amplex Red fluorescence; further: potency means the concentration at half of the fitted maximal effect; nearly all actives have a fitted effect of over 60% in size; many of its hits are not listed in these tables
Target sequence (Q8TD30 whole entry, looked up): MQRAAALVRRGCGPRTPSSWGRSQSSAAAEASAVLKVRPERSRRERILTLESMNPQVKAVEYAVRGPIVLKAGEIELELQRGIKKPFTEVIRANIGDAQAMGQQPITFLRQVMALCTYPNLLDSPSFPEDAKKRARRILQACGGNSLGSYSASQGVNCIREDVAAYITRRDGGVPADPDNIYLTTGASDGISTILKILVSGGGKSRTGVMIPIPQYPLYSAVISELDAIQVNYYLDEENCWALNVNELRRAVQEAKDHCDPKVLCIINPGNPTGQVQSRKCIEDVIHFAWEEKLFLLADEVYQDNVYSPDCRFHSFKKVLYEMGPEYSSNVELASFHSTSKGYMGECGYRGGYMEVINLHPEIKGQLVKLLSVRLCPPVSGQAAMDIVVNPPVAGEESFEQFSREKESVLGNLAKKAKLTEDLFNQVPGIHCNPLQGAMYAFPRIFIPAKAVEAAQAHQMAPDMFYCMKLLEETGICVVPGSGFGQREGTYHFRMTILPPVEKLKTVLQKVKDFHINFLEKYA
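Fluorescence of coupled pyruvate oxidase/HRP/Amplex Red system (50uM Amplex, 30 min, dark) reports pyruvate formed by GPT2. Enzyme reaction: 10ng/uL GPT2, 2mM L-alanine, 250uM a-KG, 30 min room temperature, pH 7.5; 50uM AOA control.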
HEK293 viab: counter-screen for SNCA expression inhibitors: cell viability; HEK-293-SNCA-luc viability, GF-AFC fluorescence, 24 h; Potency, µM (top dose mostly 57.1 µM), for the others: at the highest dose activity change, negative = cytotoxicity, actives largely listed as cytotoxic; 0.12% of 150,000 active; AID 1671193;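 further: potency means the concentration at half of the fitted maximal effect; 0% = DMSO-treated cells and -100% = medium-only wells without cells; nearly all actives have a fitted effect of over 30% in size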
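Cytotoxicity counterscreen: after 24 h compound treatment of genome-edited SNCA-luciferase HEK-293 cells, live-cell protease substrate GF-AFC read by fluorescence after 30 min; activity scaled between DMSO (0%) and medium-only (-100%), curves Hill-fitted.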
IP6K1 inh: inhibitors of human IP6K1. Q92551. IP6K1 kinase, ADP-Glo luminescence, 2 h; hits give low values. activity change, % (series mostly up to about 58 µM). 0.81% of 140,000 active. AID 1645851; in the data active means activity change below about -25%
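ADP-Glo luminescence measures ADP made by human IP6K1 during a 2 h RT reaction with ATP/IP6 (mix at 1.3 mM/130 uM); top library doses 57.5 and 19.1 uM final.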
NIH3T3 tox: cytotoxic compounds in NIH 3T3 cells; 4.3% of 94,000 active; Potency, µM (top dose mostly 96.7 µM), inactives show at the top dose activity change, negative = cytotoxicity, usual class: inhibitors; AID 1345082; NIH 3T3 viability, CellTiter-Glo ATP luminescence, 48-72 h; further: potency means the concentration at half of the fitted maximal effect; nearly all actives have a fitted effect of over 55% in size
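Cells were seeded at 400 per well, treated with pin-transferred compound, and kept 48 or 72 hr at 37 °C before CellTiter-Glo addition and luminescence imaging of cellular ATP.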
SNCA expr inh: reduces expression of the alpha-synuclein gene. 0.17% of 140,000 active. AID 1671194. HEK-293 SNCA-luciferase knock-in, luminescence, 24 h. Potency, µM (highest dose often 57.2 µM), inactives show top-dose activity change, negative = inhibition, usual class: inhibitors;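 further: potency means the concentration at half of the fitted maximal effect; plate controls were DMSO cells for no effect and cell-free wells for full effect; nearly all actives have a fitted effect of over 45% in size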
Numbers without * were called inactive; [ ] = dose if it differs, or a comment. Unless noted, the call rests on the fitted dose curve; in most records, active means well fitted curve in the direction sought with a large enough effect; inconclusive means small, poorly fitted or top-dose-only effect, or another doubt; inactive means no such curve, though single readings can be large; an effect the other way counts as inactive or inconclusive. Unless noted, on the % scale 0 is the no-effect control and ±100 the full control effect.

CCOC(=O)c1ccc(NC(=O)CC2CCCCN(C)C2=O)cc1 (stereo not drawn) was read as HEK cytotox -18.9%, Luciferase inh -9.5%, GPT2 inhibitor 2.9%, HEK293 viab 3.0%, IP6K1 inh 2.0, NIH3T3 tox -7.1% and SNCA expr inh 8.1%.
For Cc1cn2nc(C(=O)Nc3ccc4c(c3)OCCO4)cc2c(N2CCSCC2)n1 the results were HEK cytotox inconclusive, Luciferase inh 11.2µM*, GPT2 inhibitor -3.6%, HEK293 viab -6.0%, IP6K1 inh 12.3, NIH3T3 tox -15.5% and SNCA expr inh -12.0%.
Screening NC(=O)[C@@H]1C[C@H]2CN(c3ccccc3)C(=O)c3cccc(c32)N1C(=O)C1CCC1 returned HEK cytotox -12.2%[57.5 µM], GPT2 inhibitor inconclusive, HEK293 viab -7.7%[23.9 µM], IP6K1 inh 23.3, NIH3T3 tox inconclusive and SNCA expr inh 13.7%[25.6 µM].
Screening CCc1cc(=O)n(CC(=O)Nc2ccc(OC)c(OC)c2)c(N2CCOCC2)n1 returned HEK cytotox inconclusive, Luciferase inh -5.6%, GPT2 inhibitor -14.6%, HEK293 viab -16.4%, IP6K1 inh -0.8, NIH3T3 tox -25.8% and SNCA expr inh 5.7%.
Cc1ccc2nc(N(Cc3cccnc3)C(=O)c3ccco3)sc2c1 was read as HEK293 viab 0.6%, IP6K1 inh -10.6 and SNCA expr inh 66.4%[activator].
CCC(=O)N1c2ccc(S(=O)(=O)N3CCN(c4ccccc4)CC3)cc2CC1C (stereo not drawn) was read as HEK293 viab 10.1%, IP6K1 inh -7.5 and SNCA expr inh 5.0%.
Screening Cc1ccc(C)n1-c1ccc(C(=O)N2CCC3(CCC(=O)N(CC4CC4)CC3)CC2)cc1 returned HEK cytotox inconclusive, GPT2 inhibitor 1.3%, HEK293 viab 6.8%, IP6K1 inh 22.9, NIH3T3 tox inconclusive and SNCA expr inh 14.5%.
For CC(=O)NCCC(=O)N1Cc2ccccc2CC2(CCCN(CC3CCCC3)C2)C1 (stereo not drawn) the results were HEK cytotox 3.2%, GPT2 inhibitor inactive, HEK293 viab 1.9%, IP6K1 inh -3.4, NIH3T3 tox 4.6% and SNCA expr inh -11.3%.
COc1ccc2c(c1)CN(C(=O)CCN1CCC(Cc3ccccc3)CC1)CCS2 was read as GPT2 inhibitor -7.1%[27.3 µM], HEK293 viab -19.8%[23.9 µM] and IP6K1 inh 2.1.
For Cc1ccc(-c2noc([C@@H]3Cc4nc[nH]c4CN3C(=O)Nc3ccc(Cl)cc3)n2)cc1 the results were HEK cytotox inconclusive, Luciferase inh 39.8µM*, GPT2 inhibitor inconclusive, HEK293 viab -25.5%[87.6 µM], IP6K1 inh 14.0, NIH3T3 tox inconclusive and SNCA expr inh -44.4%[87.6 µM].
`COC(=O)c1cn([C@H]2CO[C@H]3[C@@H]2OC[C@@H]3NC(=O)NC2CCCCC2)nn1` gave HEK cytotox -4.3%[172 µM], Luciferase inh 1.0%[172 µM], GPT2 inhibitor 1.6%[88.5 µM], HEK293 viab -1.5%[87.6 µM], IP6K1 inh -5.5, NIH3T3 tox inactive and SNCA expr inh -6.6%[87.6 µM].
Screening CN1CCc2cccc3c2C1Cc1ccc(O)c(O)c1-3 (stereo not drawn) returned GPT2 inhibitor inconclusive, HEK293 viab -26.0% and SNCA expr inh 4.0%.
CCC1=Nc2cc(C(=O)NCCCOC)ccc2Sc2ccc(Br)cc21 was read as HEK293 viab inconclusive, IP6K1 inh -12.2 and SNCA expr inh -19.3%.
`Cc1nn(-c2ccc(C(C)(C)C)cc2)c(C)c1[C@@H]1C=C[C@@H](NC(=O)CCC(=O)O)C1` gave HEK cytotox inconclusive, Luciferase inh 20µM*, GPT2 inhibitor inactive, HEK293 viab 4.2%[87.6 µM], IP6K1 inh -1.7, NIH3T3 tox -21.9%[174 µM] and SNCA expr inh 28.8%[87.6 µM].
For CN(C)C[C@@H]1CN(c2ncccn2)C[C@H]1NC(=O)c1cc2ccccc2[nH]1 the results were HEK cytotox -1.9%, Luciferase inh 2.9%, GPT2 inhibitor inactive, HEK293 viab 3.9%, IP6K1 inh 19.1, NIH3T3 tox -12.8% and SNCA expr inh 15.9%.
For C=CCc1ccc(OC(C)Cc2ccc(OC)c(OC)c2)c(OC)c1 (stereo not drawn) the results were GPT2 inhibitor 2.9%[27.3 µM], HEK293 viab 3.4% and IP6K1 inh -4.1.
Screening CNC(=O)[C@H](CC1=CN=C2C=CCC=C12)NC(=O)[C@@H](CC(=O)NO)CC(C)C returned GPT2 inhibitor inactive, HEK293 viab inconclusive and SNCA expr inh -10.1%.
`O=C(Nc1ccc2c(c1)OCCO2)N1CCC(Cc2nncn2Cc2ccccc2)CC1` gave HEK cytotox -4.8%, GPT2 inhibitor -0.5%, HEK293 viab -15.6%, IP6K1 inh -4.7, NIH3T3 tox -35.9% and SNCA expr inh 63.5%[activator].
O=C1CO[C@H](c2ccc(NS(=O)(=O)c3cccc(F)c3)cc2)[C@@H](CO)N1Cc1ccncc1 was read as HEK cytotox -6.0%, Luciferase inh 0.2%, GPT2 inhibitor -5.3%, HEK293 viab -0.2%, IP6K1 inh -4.2, NIH3T3 tox -6.3% and SNCA expr inh -3.8%.
`O=C(c1cn[nH]c1)N1CC2(C1)CN([S+](=O)([O-])c1ccc(OC(F)(F)F)cc1)CC2COc1ccccc1` (stereo not drawn) gave HEK cytotox inconclusive, Luciferase inh -1.9%, GPT2 inhibitor 3.2%, HEK293 viab 8.6%, IP6K1 inh -7.0, NIH3T3 tox -13.4% and SNCA expr inh 14.5%.
Screening CCN(CCCNC(=O)c1cc2c(=O)n(C)c3ccccc3c2s1)c1ccccc1 returned HEK293 viab 3.3%, IP6K1 inh -13.9 and SNCA expr inh 13.7%.
CCN(C(=O)CN1C(=O)NC2(CCOCC2)C1=O)c1cccc(C)c1 was read as HEK cytotox 0.4%, Luciferase inh -2.8%, GPT2 inhibitor inactive, HEK293 viab 17.2%, IP6K1 inh 46.1, NIH3T3 tox inactive and SNCA expr inh -6.0%.
For CCCN(CCC)CCNC(=O)Cn1cnc2sc(C)c(S(=O)(=O)N3CCC(C)CC3)c2c1=O the results were HEK293 viab 10.9%, IP6K1 inh 4.6 and SNCA expr inh 19.6%.
Cc1nc2ncnn2c(C)c1CCC(=O)N1CCN(c2cccc(Cl)c2)CC1 was read as HEK293 viab 7.5%, IP6K1 inh 20.6 and SNCA expr inh -11.6%.
`O=C1NCc2ccccc2CC12CCN(Cc1ccccc1Cl)CC2` gave HEK cytotox -26.8%, GPT2 inhibitor -6.5%, HEK293 viab -5.6%, IP6K1 inh -0.8, NIH3T3 tox -12.1% and SNCA expr inh -2.6%.
Screening Cc1cc(C)c(C(=O)NCC(N)=O)c(=O)[nH]1 returned HEK cytotox -48.8%, Luciferase inh -1.8%, GPT2 inhibitor -6.5%, HEK293 viab -3.6%, IP6K1 inh -11.5, NIH3T3 tox -8.6% and SNCA expr inh -0.6%.
Screening COc1ccc(-c2ccc3ncc(Nc4ccccc4F)n3n2)cc1OC returned HEK cytotox 44.7µM*, Luciferase inh 5.6%[172 µM], GPT2 inhibitor -2.3%[88.5 µM], HEK293 viab -11.5%[87.6 µM], IP6K1 inh -16.6, NIH3T3 tox 35.5µM* and SNCA expr inh -11.0%[87.6 µM].
For CCOc1ccccc1CNC(=O)c1cnc2c(-c3ccc(OCC)c(OCC)c3)c(C)nn2c1C the results were HEK293 viab -5.8%, IP6K1 inh -10.4 and SNCA expr inh -28.7%.
For COc1cccc(-c2cn3cc(C(=O)NCc4cccnc4)nc3s2)c1 the results were HEK cytotox 31.6µM*, GPT2 inhibitor inactive, HEK293 viab 3.8%, IP6K1 inh -13.8, NIH3T3 tox inconclusive and SNCA expr inh 141.8%[activator].
Screening Cc1ccc(S(=O)(=O)Cc2noc([C@@H]3C[C@@H](O)CN3Cc3cccc(C#N)c3)n2)cc1 returned HEK cytotox -29.3%, Luciferase inh -7.0%, GPT2 inhibitor -4.1%, HEK293 viab 0.0%, IP6K1 inh 1.8, NIH3T3 tox -24.7% and SNCA expr inh 3.1%.
COc1ccccc1N1CCN(c2cc(C)nc3nncn23)CC1 was read as HEK293 viab 3.7%, IP6K1 inh -11.3 and SNCA expr inh -19.3%.
`Cc1noc(C)c1-c1cc2c(cc(-c3ccccc3)n2C)c(-c2cccnc2)n1` gave HEK cytotox inconclusive, Luciferase inh 6.5%[172 µM], GPT2 inhibitor inconclusive, HEK293 viab -19.3%[87.6 µM], IP6K1 inh -13.8, NIH3T3 tox inconclusive and SNCA expr inh -10.5%[87.6 µM].
`Cc1ccc(C(=O)Nc2ccc3oc(-c4ccc(C(C)(C)C)cc4)nc3c2)cc1` gave HEK293 viab 26.8%, IP6K1 inh -8.2 and SNCA expr inh -11.7%.
O=C(Nc1ccc(F)cc1F)N1CCN(c2ccc(Cl)c(Cl)c2)CC1 was read as HEK293 viab -10.6%, IP6K1 inh 44.0 and SNCA expr inh -30.2%.
COc1cccc(-c2cc3c(=O)n(CCNC(=O)Cc4c[nH]c5ccccc45)ccn3n2)c1 was read as HEK cytotox inconclusive, Luciferase inh inconclusive, GPT2 inhibitor 2.9%, HEK293 viab -1.6%, IP6K1 inh -12.1, NIH3T3 tox -10.2% and SNCA expr inh 42.5%[activator].
`COc1ccc(NC(=O)c2sc3nc4c(cc3c2N)CCCCCC4)cc1OC` gave HEK293 viab -13.1%, IP6K1 inh -19.3 and SNCA expr inh -0.1%.
For O=c1c2oc3ccccc3c2n(Cc2cccc(F)c2)c(=O)n1Cc1ccco1 the results were HEK293 viab 0.5%, IP6K1 inh 4.9 and SNCA expr inh -6.3%.
For COc1ccc(NC(=O)CN2C(=O)NC(c3ccc(Cl)cc3)C3=C2COC3=O)cc1Cl (stereo not drawn) the results were HEK cytotox inconclusive, Luciferase inh inconclusive, GPT2 inhibitor inactive, HEK293 viab -18.8%, IP6K1 inh 1.9, NIH3T3 tox 25.1µM* and SNCA expr inh -27.6%.

A stretch taken from the entries so far, as a working copy:
`COc1ccc(NC(=O)c2sc3nc4c(cc3c2N)CCCCCC4)cc1OC` gave HEK293 viab -13.1%, IP6K1 inh -19.3 and SNCA expr inh -0.1%.
For O=c1c2oc3ccccc3c2n(Cc2cccc(F)c2)c(=O)n1Cc1ccco1 the results were HEK293 viab 0.5%, IP6K1 inh 4.9 and SNCA expr inh -6.3%.
For COc1ccc(NC(=O)CN2C(=O)NC(c3ccc(Cl)cc3)C3=C2COC3=O)cc1Cl (stereo not drawn) the results were HEK cytotox inconclusive, Luciferase inh inconclusive, GPT2 inhibitor inactive, HEK293 viab -18.8%, IP6K1 inh 1.9, NIH3T3 tox 25.1µM* and SNCA expr inh -27.6%.

These rows are one share of the data, so the mix of outcomes need not match the whole.
